Mtb BioA inh = blocks M. tuberculosis BioA enzyme activity. purified M. tuberculosis BioA enzyme, plate reader. inhibition, % at 9.99 µM. hit rate 0.096% among 360,000. AID 602481; in the data active means inhibition above about 40%
TcdB inh = inhibitors of Clostridioides difficile toxin B glycohydrolase. hit rate 0.24% among 350,000. P18177. AID 652162. TcdB glycohydrolase enzymatic assay, plate reader. inhibition, % at 9.99 µM; in the data active means inhibition above about 10%
Active calls of the source: *; & = joins results of further samples.

SMILES | Mtb BioA inh | TcdB inh
CCCNC(=O)[C@@H]1[C@@H](CO)[C@@H]2Cn3c(ccc(/C=C/c4ccccc4)c3=O)[C@H]1N2C(C)=O | 0.4 | -0.8
COc1ccc(-c2ccc3c(c2)O[C@H](CN(C)C)[C@@H](C)CN([C@H](C)CO)S3(=O)=O)cc1 | 0.7 | 0.7
Cc1ccc(OC(=O)N(C)C[C@H]2OCc3cnnn3CCCC(=O)N([C@H](C)CO)C[C@H]2C)cc1 | 0.0 | -6.0&-0.7
CCN1[C@@H]2c3ccc(C4=CCCC4)c(=O)n3C[C@@H]2[C@@H](CO)[C@@H]1C(=O)NCCc1ccccc1 | -0.7 | -1.2
COc1ccc(NC(=O)Nc2ccc3c(c2)C(=O)N([C@@H](C)CO)C[C@H](C)[C@@H](CN(C)Cc2ccc(C(=O)O)cc2)OCCCC[C@@H](C)O3)cc1 | 4.1 | -0.1
CNC[C@@H]1Oc2c(NC(=O)Nc3c(C)noc3C)cccc2C(=O)N([C@H](C)CO)C[C@H]1C | 2.6 | 0.6
C[C@H](CO)N1C[C@H](C)[C@H](CN(C)C(=O)Nc2ccc(F)cc2)OCCCC[C@H](C)Oc2ccc(NS(=O)(=O)c3cccs3)cc2C1=O | -0.6 | -1.3
C[C@@H]1CN([C@@H](C)CO)C(=O)c2cccc(NC(=O)c3nc4ccccc4s3)c2O[C@@H]1CN(C)CC1CCCCC1 | -0.8 | -0.2
C[C@H](CO)N1C[C@H](C)[C@@H](CN(C)S(=O)(=O)c2ccccc2)Oc2ccc(NC(=O)Cc3cn(C)c4ccccc34)cc2C1=O | -1.3 | -0.3
CNC[C@H]1OCCCC[C@H](C)Oc2ccc(NS(=O)(=O)c3cccs3)cc2C(=O)N([C@@H](C)CO)C[C@H]1C | -1.0 | 0.8
COc1ccc(C(=O)Nc2ccc3c(c2)C(=O)N(C)C[C@@H](OC)[C@H](C)CN(C(C)=O)[C@@H](C)CO3)cc1 | 0.2 | -2.1
CC(C)C#Cc1cnc2c(c1)C(=O)N([C@H](C)CO)C[C@@H](C)[C@H](CN(C)Cc1ccccc1F)O2 | -0.8 | 1.3
C/C=C/c1ccc2c(c1)O[C@H](CN(C)C(=O)c1ccncc1)[C@@H](C)CN([C@@H](C)CO)S2(=O)=O | -1.4 | -0.1
C[C@H](CO)N1C[C@H](C)[C@H](CN(C)S(=O)(=O)c2ccc(F)cc2)Oc2ccc(NC(=O)C3CCCCC3)cc2C1=O | 6.5 | -2.6
C[C@@H]1CN([C@H](C)CO)C(=O)c2cc(NC(=O)Nc3ccc4c(c3)OCO4)ccc2O[C@@H]1CN(C)S(=O)(=O)c1cn(C)cn1 | -1.7 | -0.2
CN1CCN(C(=O)C[C@H]2CC[C@H]3[C@@H](COC[C@H](O)CN3C(=O)C3CC3)O2)CC1 | -0.7 | -0.2
CC(C)C#Cc1ccc2c(c1)O[C@H](CN(C)C(=O)CC1CC1)[C@H](C)CN([C@@H](C)CO)S2(=O)=O | -0.8 | -0.5
C[C@H]1CN([C@@H](C)CO)C(=O)c2cc(NC(=O)Nc3ccc(F)cc3)ccc2O[C@@H]1CN(C)S(=O)(=O)c1cccs1 | 0.8 | -1.6
Cc1noc(C)c1S(=O)(=O)Nc1ccc2c(c1)C(=O)N([C@@H](C)CO)C[C@@H](C)[C@H](CN(C)C)O2 | 3.0 | 0.4
CC(C)NC(=O)Nc1ccc2c(c1)C(=O)N([C@H](C)CO)C[C@@H](C)[C@H](CN(C)Cc1ccc(C(F)(F)F)cc1)O2 | 1.7 | 0.4
CCCNC(=O)[C@H]1[C@H](CO)[C@H]2Cn3c(ccc(-c4cccc(C(=O)N(C)C)c4)c3=O)[C@@H]1N2 | 5.2 | -7.6
Cc1noc(C)c1NC(=O)N(C)C[C@H]1Oc2c(NS(=O)(=O)c3cccs3)cccc2C(=O)N([C@@H](C)CO)C[C@H]1C | -3.6 | -1.0
COc1ccccc1-c1ccc2c(c1)[C@H]1[C@H](CCN1C(=O)C1CC1)[C@H](CO)N2 | 3.5 | 1.5
C[C@@H]1CCCCO[C@@H](CN(C)C)[C@H](C)CN([C@H](C)CO)C(=O)c2cc(NC(=O)c3ccncc3)ccc2O1 | 0.0 | -2.0
C[C@@H]1CCCCO[C@H](CN(C)S(=O)(=O)c2ccccc2)[C@H](C)CN([C@H](C)CO)C(=O)c2cc(NC(=O)Nc3cccc4ccccc34)ccc2O1 | -4.1 | -0.5
C[C@H](CO)N1C[C@H](C)[C@@H](CN(C)C(=O)Nc2ccc3c(c2)OCO3)OCCCC[C@H](C)Oc2ccc(NC(=O)CCC(F)(F)F)cc2C1=O | 3.0 | 1.1
Cc1ccc(S(=O)(=O)N(C)C[C@@H]2Oc3ccc(NS(=O)(=O)c4ccc(F)cc4)cc3CC(=O)N([C@H](C)CO)C[C@@H]2C)cc1 | 1.9 | 0.1
C[C@@H]1CN([C@H](C)CO)C(=O)Cc2cc(NS(=O)(=O)c3ccccc3)ccc2O[C@H]1CN(C)S(=O)(=O)c1ccccc1 | 2.1 | 2.1
O=C(C[C@H]1CC[C@H](NC(=O)CN2CCOCC2)[C@@H](CO)O1)NCc1cccc(F)c1 | -0.7 | 0.5
COc1ccc(S(=O)(=O)N(C)C[C@@H]2Oc3c(NS(C)(=O)=O)cccc3C(=O)N([C@@H](C)CO)C[C@@H]2C)cc1 | -2.3 | 0.2
COc1ccc(NC(=O)Nc2ccc3c(c2)CC(=O)N([C@@H](C)CO)C[C@@H](C)[C@@H](CN(C)S(=O)(=O)c2cn(C)cn2)O3)cc1 | -1.2 | -1.4
C[C@@H]1CN([C@H](C)CO)C(=O)c2cc(NC(=O)NC3CCCCC3)ccc2O[C@@H]1CN(C)Cc1ccc(C(F)(F)F)cc1 | -0.2 | -1.2
Cc1ccccc1S(=O)(=O)N(C)C[C@H]1OCc2ccccc2-c2c(n(C)c3ccccc23)C(=O)N([C@H](C)CO)C[C@H]1C | -1.2 | -1.6
CC(C)C#Cc1cnc2c(c1)C(=O)N([C@@H](C)CO)C[C@H](C)[C@@H](CN(C)C(=O)c1ccccn1)O2 | -0.1 | -0.8
C[C@@H]1CN([C@@H](C)CO)C(=O)Cc2cc(NC(=O)Nc3cccc4ccccc34)ccc2O[C@@H]1CN(C)Cc1ccc(Cl)c(Cl)c1 | -2.8 | -0.8
C/C=C/c1ccc([C@@H]2[C@H](CO)N3CCCCN(C(=O)Nc4ccc(OC)cc4)C[C@@H]23)cc1 | 1.6 | 1.0

In another format: results already given
Values run as follows: Mtb BioA inh | TcdB inh
> Cc1ccc(S(=O)(=O)N(C)C[C@@H]2Oc3ccc(NS(=O)(=O)c4ccc(F)cc4)cc3CC(=O)N([C@H](C)CO)C[C@@H]2C)cc1
 : 1.9 | 0.1
> C[C@@H]1CN([C@H](C)CO)C(=O)Cc2cc(NS(=O)(=O)c3ccccc3)ccc2O[C@H]1CN(C)S(=O)(=O)c1ccccc1
 : 2.1 | 2.1
> O=C(C[C@H]1CC[C@H](NC(=O)CN2CCOCC2)[C@@H](CO)O1)NCc1cccc(F)c1
 : -0.7 | 0.5
> COc1ccc(S(=O)(=O)N(C)C[C@@H]2Oc3c(NS(C)(=O)=O)cccc3C(=O)N([C@@H](C)CO)C[C@@H]2C)cc1
 : -2.3 | 0.2
> COc1ccc(NC(=O)Nc2ccc3c(c2)CC(=O)N([C@@H](C)CO)C[C@@H](C)[C@@H](CN(C)S(=O)(=O)c2cn(C)cn2)O3)cc1
 : -1.2 | -1.4
> C[C@@H]1CN([C@H](C)CO)C(=O)c2cc(NC(=O)NC3CCCCC3)ccc2O[C@@H]1CN(C)Cc1ccc(C(F)(F)F)cc1
 : -0.2 | -1.2
> Cc1ccccc1S(=O)(=O)N(C)C[C@H]1OCc2ccccc2-c2c(n(C)c3ccccc23)C(=O)N([C@H](C)CO)C[C@H]1C
 : -1.2 | -1.6
> CC(C)C#Cc1cnc2c(c1)C(=O)N([C@@H](C)CO)C[C@H](C)[C@@H](CN(C)C(=O)c1ccccn1)O2
 : -0.1 | -0.8
> C[C@@H]1CN([C@@H](C)CO)C(=O)Cc2cc(NC(=O)Nc3cccc4ccccc34)ccc2O[C@@H]1CN(C)Cc1ccc(Cl)c(Cl)c1
 : -2.8 | -0.8
> C/C=C/c1ccc([C@@H]2[C@H](CO)N3CCCCN(C(=O)Nc4ccc(OC)cc4)C[C@@H]23)cc1
 : 1.6 | 1.0

Remaining list, next part.
SMILES | Mtb BioA inh | TcdB inh
COc1ccc(S(=O)(=O)Nc2ccc3c(c2)C(=O)N([C@H](C)CO)C[C@@H](C)[C@@H](CN(C)C)OCCCC[C@@H](C)O3)cc1 | -0.5 | -0.9
C[C@@H]1CN([C@@H](C)CO)C(=O)c2cc(C#CCc3ccccc3)cnc2O[C@H]1CN(C)C(=O)C1CCC1 | 3.6 | 0.1
CN(C)C(=O)C[C@@H]1CC[C@@H]2[C@H](COc3ccc(NC(=O)c4cnccn4)cc3C(=O)N2C)O1 | 4.3 | -1.2
Cc1ccc(S(=O)(=O)N(C)C[C@H]2Oc3ccc(NC(=O)Nc4c(C)noc4C)cc3C(=O)N([C@@H](C)CO)C[C@H]2C)cc1 | -1.4 | 0.2
C[C@@H]1CN([C@@H](C)CO)C(=O)c2cc(NS(=O)(=O)c3cccs3)ccc2O[C@@H](C)CCCCO[C@@H]1CN(C)C(=O)c1ccncc1 | -0.5 | -1.3
COCC#Cc1ccc2c(c1)O[C@H](CN(C)C(=O)CN(C)C)[C@H](C)CN([C@@H](C)CO)S2(=O)=O | -1.6 | -0.4
C[C@@H]1CN([C@H](C)CO)C(=O)CCCn2cc(nn2)CO[C@H]1CN(C)Cc1ccc(Oc2ccccc2)cc1 | -0.4 | -1.0
C[C@@H]1CN([C@H](C)CO)C(=O)Cc2cc(NS(=O)(=O)c3cccs3)ccc2O[C@H]1CN(C)S(=O)(=O)c1ccc(Cl)cc1 | -1.6 | -0.5
C[C@@H]1CCCCO[C@@H](CN(C)S(=O)(=O)c2ccccc2)[C@@H](C)CN([C@@H](C)CO)C(=O)c2cc(NC(=O)c3ccncc3)ccc2O1 | 0.3 | 0.9
COc1ccc(CN(C)C[C@@H]2OCCCC[C@@H](C)Oc3ccc(NS(C)(=O)=O)cc3C(=O)N([C@@H](C)CO)C[C@H]2C)cc1 | 1.8 | 0.3
C[C@@H]1CCCCO[C@@H](CN(C)Cc2ccc(C(=O)O)cc2)[C@H](C)CN([C@H](C)CO)C(=O)c2cc(NS(C)(=O)=O)ccc2O1 | 1.2 | -0.2
COc1ccc(CN(C)C[C@H]2OCCCC[C@@H](C)Oc3ccc(NS(C)(=O)=O)cc3C(=O)N([C@@H](C)CO)C[C@H]2C)cc1 | -2.1 | 0.1
C[C@H](CO)N1C[C@H](C)[C@@H](CN(C)Cc2ccc(C(=O)O)cc2)OCCCC[C@H](C)Oc2ccc(NC(=O)Nc3ccc4c(c3)OCO4)cc2C1=O | 1.1 | 0.8
CC=Cc1ccc2n(c1=O)C[C@H]1[C@H](CO)[C@@H](C(=O)N(C)C)N(CCC(F)(F)F)[C@@H]21 (mixture of isomers) | 0.1 | 0.8
C[C@H]1CN([C@@H](C)CO)C(=O)c2ccccc2-c2ccccc2CO[C@H]1CN(C)S(=O)(=O)c1ccc(C(F)(F)F)cc1 | -0.5 | 0.6
C[C@H](CO)N1C[C@H](C)[C@H](CN(C)Cc2ccccc2F)Oc2ncc(-c3ccccc3F)cc2C1=O | 1.3 | -0.1
C[C@@H]1CN([C@H](C)CO)C(=O)c2ccccc2-c2ccccc2CO[C@H]1CN(C)C(=O)[C@H](C)c1ccccc1 | 1.2 | -0.8
C[C@@H]1CN([C@@H](C)CO)C(=O)c2cc(/C=C/c3ccccc3)cnc2O[C@H]1CN(C)S(=O)(=O)c1ccccc1F | 0.7 | 0.7
C[C@@H]1CN([C@H](C)CO)C(=O)c2cc(NC(=O)CCC(F)(F)F)ccc2O[C@@H](C)CCCCO[C@@H]1CN(C)C(=O)C1CCCCC1 | 4.6 | 0.3
COc1ccccc1-c1ccc2c(c1)O[C@H](CN(C)C(=O)Nc1ccccc1)[C@H](C)CN([C@H](C)CO)S2(=O)=O | -1.8 | 0.7
COc1ccccc1NC(=O)N1C[C@H]2[C@@H](c3ccccc31)[C@@H](CO)N2C(=O)C1CCCC1 | -1.0 | 1.0
COc1ccc(S(=O)(=O)N(C)C[C@@H]2OCCCC[C@H](C)Oc3ccc(NS(=O)(=O)c4c(C)noc4C)cc3C(=O)N([C@@H](C)CO)C[C@H]2C)cc1 | 0.5 | 0.7
Cc1noc(C)c1NC(=O)Nc1ccc2c(c1)C(=O)N([C@@H](C)CO)C[C@H](C)[C@H](CN(C)S(C)(=O)=O)O2 | -1.4 | -0.2
Cc1noc(C)c1S(=O)(=O)N(C)C[C@@H]1OCCCC[C@H](C)Oc2ccc(NC(=O)C3CCCCC3)cc2C(=O)N([C@@H](C)CO)C[C@@H]1C | -3.1 | 0.4
CN1CCN(C(=O)C[C@@H]2CC[C@@H]3[C@H](COC[C@H](O)CN3C(=O)Nc3ccc(Cl)cc3)O2)CC1 | -0.4 | -2.2
C[C@@H]1CN([C@H](C)CO)C(=O)c2cc(NS(C)(=O)=O)ccc2O[C@@H](C)CCCCO[C@@H]1CN(C)Cc1ccc2c(c1)OCO2 | -1.7 | 0.2
COc1ccccc1C#Cc1ccc2c(c1)[C@@H]1[C@@H](CCN1C(=O)Cc1ccccc1)[C@@H](CO)N2 | -1.1 | 1.8
C[C@H]1CN([C@@H](C)CO)C(=O)c2cc(NC(=O)Nc3ccc(F)cc3)ccc2O[C@H]1CN(C)Cc1ccc(Cl)c(Cl)c1 | -2.5 | 1.3
C[C@@H]1CN([C@H](C)CO)C(=O)c2cc(C#Cc3ccccn3)cnc2O[C@H]1CN(C)C(=O)CCN1CCCCC1 | -7.3 | -0.1
CN1CCN(C(=O)C[C@H]2CC[C@@H]3[C@H](COC[C@H](O)CN3S(=O)(=O)c3cccc(F)c3)O2)CC1 | -1.7 | -1.3
COc1ccccc1NC(=O)N1C[C@H](O)COC[C@H]2O[C@@H](CC(=O)NCCc3ccccc3)CC[C@@H]21 | -0.3 | -0.8
CN(C)CCCNC(=O)C[C@@H]1C=C[C@@H](NS(=O)(=O)c2ccc(F)cc2)[C@H](CO)O1 | -2.9 | -0.6
CCCC(=O)Nc1ccc2c(c1)C(=O)N(C)[C@H]1CC[C@H](CC(=O)NC3CCCC3)O[C@@H]1CO2 | 0.8 | -1.2

Bioassay records (PubChem BioAssay)

Some of the compounds tested; rates above refer to the full screens.
